WRN helicase inh: inhibitors of human WRN helicase; Q14191; hit rate 0.46% among 360,000; WRN helicase unwinding, fluorescent forked duplex, kinetic; AID 651768; Potency, µM (top dose mostly 114 µM), for inactives: at the top dose activity change, negative = inhibition, actives largely listed as inhibitors; note: potency is the fitted concentration of half-maximal effect; % is set by controls: 0 for no effect and ±100 for the full control effect; nearly all actives have a fitted effect of over 55% in size
Target sequence (Q14191 whole entry, looked up): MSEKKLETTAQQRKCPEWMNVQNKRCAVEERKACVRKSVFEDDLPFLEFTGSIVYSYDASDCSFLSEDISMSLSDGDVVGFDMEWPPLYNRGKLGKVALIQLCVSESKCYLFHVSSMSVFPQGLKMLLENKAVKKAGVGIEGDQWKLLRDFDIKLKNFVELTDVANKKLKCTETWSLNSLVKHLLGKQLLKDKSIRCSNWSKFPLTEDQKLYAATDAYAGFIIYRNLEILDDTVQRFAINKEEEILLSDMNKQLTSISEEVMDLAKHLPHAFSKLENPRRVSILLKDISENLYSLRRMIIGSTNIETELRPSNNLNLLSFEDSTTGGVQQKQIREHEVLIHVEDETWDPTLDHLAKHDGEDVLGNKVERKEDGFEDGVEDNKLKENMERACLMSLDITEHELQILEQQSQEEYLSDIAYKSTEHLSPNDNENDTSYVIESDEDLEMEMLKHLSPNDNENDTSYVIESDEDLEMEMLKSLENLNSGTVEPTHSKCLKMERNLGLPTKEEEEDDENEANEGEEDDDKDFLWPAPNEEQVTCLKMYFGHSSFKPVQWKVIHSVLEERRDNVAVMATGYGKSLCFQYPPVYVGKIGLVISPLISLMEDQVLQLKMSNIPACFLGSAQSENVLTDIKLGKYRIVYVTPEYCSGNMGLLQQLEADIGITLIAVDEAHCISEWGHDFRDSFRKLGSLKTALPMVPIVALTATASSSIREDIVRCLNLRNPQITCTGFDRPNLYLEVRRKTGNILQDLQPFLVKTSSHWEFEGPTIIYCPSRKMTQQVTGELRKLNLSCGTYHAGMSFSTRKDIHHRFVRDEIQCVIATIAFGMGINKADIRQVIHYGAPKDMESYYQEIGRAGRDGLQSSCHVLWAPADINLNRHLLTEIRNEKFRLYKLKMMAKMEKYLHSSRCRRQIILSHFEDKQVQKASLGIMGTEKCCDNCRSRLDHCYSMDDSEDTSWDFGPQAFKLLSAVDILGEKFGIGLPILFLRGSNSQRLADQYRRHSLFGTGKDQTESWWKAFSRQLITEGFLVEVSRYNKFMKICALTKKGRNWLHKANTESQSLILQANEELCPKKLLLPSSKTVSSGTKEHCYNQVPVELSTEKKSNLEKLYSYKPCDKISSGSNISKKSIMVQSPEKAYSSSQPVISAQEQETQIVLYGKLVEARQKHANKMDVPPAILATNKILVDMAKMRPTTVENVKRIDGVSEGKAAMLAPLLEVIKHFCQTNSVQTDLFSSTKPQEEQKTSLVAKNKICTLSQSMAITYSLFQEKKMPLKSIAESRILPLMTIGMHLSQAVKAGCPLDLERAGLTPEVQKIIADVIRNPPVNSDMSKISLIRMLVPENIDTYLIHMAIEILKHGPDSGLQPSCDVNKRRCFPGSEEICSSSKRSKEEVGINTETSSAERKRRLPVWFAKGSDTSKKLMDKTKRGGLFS
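Enzyme (20 nM final) and test compound sit together 15 min at room temperature before substrate addition. Substrate is a single-forked duplex oligonucleotide (100 nM) labelled with fluorophore and quencher, with 2 mM ATP; helicase unwinding raises red fluorescence, read kinetically.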
MCF10A rereplic: induces DNA re-replication in MCF 10a normal breast cells; Potency, µM (doses to about 46.1 µM), for inactives: top-dose activity, positive = re-replication, hits mostly activators; hit rate 2.9% among 350,000; MCF 10A DNA re-replication, Hoechst nuclear intensity, 48 h; note: potency is the fitted concentration of half-maximal effect; % of control where 0% means no effect; nearly all actives have a fitted effect of over 50% in size
KB-3-1 cytotox: KB-3-1 parental cell cytotoxicity | KB-3-1 viability, CellTiter-Glo ATP luminescence, 72 h | hit rate 1.4% among 400,000 | Potency, µM (doses to about 46.1 µM), for the others: at the highest dose activity change, negative = cytotoxic, actives largely listed as cytotoxic; note: potency is the fitted concentration of half-maximal effect; % is set by controls: 0 for no effect and ±100 for the full control effect; nearly all actives have a fitted effect of over 60% in size
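Cytotoxicity in the drug-sensitive parental line KB-3-1 was scored as loss of CellTiter-Glo luminescence following 72 h incubation with compound. Values come from curve fitting of normalized concentration-response data.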
HT1080-NT tox: kills 2HG-producing HT-1080-NT fibrosarcoma cells | hit rate 1.6% among 360,000 | AID 686970 | HT-1080-NT fibrosarcoma viability, CellTiter-Glo ATP luminescence, 48 h | Potency, µM (highest dose often 46.1 µM), for the others: at the highest dose activity, negative = less viability, most hits filed as cytotoxic;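 note: NT is the 2HG producing partner of a matched IDH1 knockdown line; potency is the fitted concentration of half-maximal effect; 0% = DMSO-treated cells and -100% = media-only wells without cells; nearly all actives have a fitted effect of over 55% in size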
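Fibrosarcoma NT cells, 750 per well in 5% FBS RPMI, were exposed to compound for 48 hours. Viability: CellTiter-Glo luminescence.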
IL1B secr inh: blocks inflammasome-driven IL-1 beta release; THP-1 LPS/ATP IL-1B secretion, AlphaLISA, 16 h; active compounds read low; hit rate 4.7% among 360,000; AID 743279; activity change, % at 57.5 µM; in the data active = activity change below about -50%; inconclusive = mostly about -30% to -49%; note: % is set by controls: 0 for no effect and ±100 for the full control effect
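Secreted IL-1B measured by AlphaLISA bead assay after 16 h compound exposure of THP-1 cells; compounds (final up to 57.5 uM) added 1 h before LPS (250 ng/mL) and ATP (1.25 mM) stimulation; lower signal means less secretion.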
ATXN2 expr inh: inhibitors of ATXN2 expression | hit rate 0.72% among 360,000 | Potency, µM (highest dose often 57 µM), without a hit: at the highest dose activity change, negative = inhibition, actives largely listed as inhibitors | HEK-293 ATXN2-luciferase reporter, luminescence, 24 h; note: potency is the fitted concentration of half-maximal effect; % is set by controls: 0 for no effect and ±100 for the full control effect; nearly all actives have a fitted effect of over 55% in size
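ATXN2-luciferase reporter cells (luciferase flanked by upstream and downstream ATXN2 gene portions) were treated 24 h at 37 °C with compounds at up to 57 uM. SteadyGlo luminescence gave expression; GF-AFC fluorescence gave viability.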
SW480 rereplic: induces DNA re-replication in SW480 colon adenocarcinoma cells | SW480 DNA re-replication, Hoechst DNA content imaging, 48 h | Potency, µM (top dose mostly 46.1 µM), without a hit: at the highest dose re-replication activation, hits mostly activators | hit rate 1.8% among 340,000 | AID 624297; note: potency is the fitted concentration of half-maximal effect; % of control where 0% means no effect; nearly all actives have a fitted effect of over 55% in size
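Compounds, transferred as 23 nL by pin tool, were incubated with cells for 48 hr; DNA content per nucleus was then quantified by Hoechst staining and fluorescence plate imaging.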
HT1080 IDH1KD tx: kills HT-1080 cells with IDH1 knockdown. HT-1080 IDH1 knockdown viability, ATP luminescence, 48 h. Potency, µM (titrated, usually from 46.1 µM), without a hit: top-dose activity, negative = toxicity, actives largely listed as cytotoxic. hit rate 2% among 360,000;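 note: potency is the fitted concentration of half-maximal effect; 0% = DMSO wells and -100% = cell-free medium wells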
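% activity derives from luminescence (CellTiter-Glo), normalised to DMSO and no-cell wells. HT-1080-IDH1KD cells, 750/well, had 48 h compound exposure at 37 °C.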
KB-V1 cytotox: KB-V1 MDR subline cytotoxicity; KB-V1 MDR cells viability, CellTiter-Glo, 72 h; hit rate 3.4% among 400,000; Potency, µM (top dose mostly 46.1 µM), inactives show top-dose activity change, negative = cytotoxicity, most hits filed as cytotoxic; note: potency is the fitted concentration of half-maximal effect; % is set by controls: 0 for no effect and ±100 for the full control effect; nearly all actives have a fitted effect of over 60% in size
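KB-V1 MDR subline cells in DMEM (phenol-red free, 10% FBS) exposed to compounds in qHTS concentration series for 72 h at 37 degrees C. Viability read by CellTiter-Glo luminescence; concentration-effect curves fitted after normalization and correction.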
* hit, by the source's call; ? = inconclusive; . = not tested or not shown; [ ] = remark or other dose. Unless noted, calls come from the whole dose curve; as a rule, active = well fitted curve in the direction sought with a large enough effect; inconclusive = small, poorly fitted or top-dose-only effect, or another doubt; inactive = no such curve, though single readings can be large; an effect the other way counts as inactive or inconclusive.

SMILES | WRN helicase inh | MCF10A rereplic | KB-3-1 cytotox | HT1080-NT tox | IL1B secr inh | ATXN2 expr inh | SW480 rereplic | HT1080 IDH1KD tx | KB-V1 cytotox
CCOc1cc(/C=N/NC(=O)c2ccncc2)cc(Cl)c1OS(C)(=O)=O | -24%[57.1 µM] | 23% | 0% | 1% | 7 | -9% | 13% | 2% | -4%
Nc1ccc(C(=O)OCC(=O)N2CCc3ccccc3C2)cc1[N+](=O)[O-] | -32% | ? | 17% | 1% | -4 | 10% | ? | 0% | 1%
Cc1nc(NCC2CCCO2)c2nnn(Cc3c(F)cccc3Cl)c2n1 (stereo not drawn) | 7% | -2% | -7% | 1% | 7 | -15% | -3% | 5% | -29%
O=S(=O)(Nc1cccc(Cl)c1)c1ccc(-n2cccn2)cc1 | -3% | 8% | -6% | -7% | 2 | -8% | -1% | -2% | -1%
O=C1c2ccccc2NC(c2ccccn2)N1c1ccc(Cl)cc1 (stereo not drawn) | 9% | 2% | -1% | -12% | 14 | 42%[activator] | 1% | -6% | -25%
O=C1c2ccccc2S(=O)(=O)c2cc(C(=O)N3CCN(c4ccc(Cl)cn4)CC3)ccc21 | 1% | 6% | 10% | -1% | ? | ? | -5% | 2% | 0%
Cc1cccc(C(=O)OCC(=O)NCC2COc3ccccc3O2)c1 (stereo not drawn) | 0% | -2% | 5% | 7% | 14 | -3% | -5% | -2% | -5%
Cc1ccc2nc(Nc3nc(C)cc(C(F)(F)F)n3)nc(C)c2c1 | -7% | 21% | 6% | 2% | -15 | -1% | -1% | -4% | ?
COc1ccc(C2(O)CCN(CCCCOc3ccccc3)CC2)cc1 | -12% | 15% | -13% | ? | -5 | 5% | -4% | ? | -21%
COC(=O)CNc1nc(Cl)nc(NC2CCCCC2)n1 | -8% | 4% | -7% | -10% | 3 | 3% | -11% | -14% | -13%
O=C(NC1C/C=C\C(c2ccccc2)N(c2ccccc2)C(=O)C1)OCC1c2ccccc2-c2ccccc21 (stereo not drawn) | -4% | -37% | 0% | -2% | ? | 2% | ? | -11% | -3%
COc1ccc2nc(C)cc(NCCN3CCOCC3)c2c1 | -8% | 0% | 7% | 3% | ? | -7% | -16% | -1% | 12%
Cc1ccc(CNC(=O)CCc2ccc(S(=O)(=O)NC3CCCCC3)cc2)cc1 | 6% | -19% | ? | -1% | -12 | 22% | 7% | -3% | -23%
Cc1ccc(/C=C/C(O)=C2/C(=O)N(C)C3(C)CC2c2ccccc2O3)cc1 (stereo not drawn) | -11% | ? | 15µM* | ? | -87* | ? | ? | ? | -13%
CCc1ccc(OCC(=O)Nc2ccc3c(c2)OCCO3)cc1 | 10% | 6% | 8% | 8% | 1 | 17% | -1% | -2% | -2%
COc1cccc(NC(=O)c2ccc(NCCCN3CC(C)CC(C)C3)c([N+](=O)[O-])c2)c1 (stereo not drawn) | -1% | -10% | -3% | ? | -7 | -38% | 24% | ? | 1%
COc1ccc(CNS(=O)(=O)NCc2ccc(OC)c(OC)c2)cc1 | -4% | -8% | -3% | 0% | 4 | -12% | -17% | -12% | 1%
N#Cc1c(-c2ccc(F)cc2)ccnc1N1CCOCC1 | 7% | -2% | 8% | 2% | -2 | 4% | -6% | 7% | 14%
COc1ccccc1N(CC(=O)NC(C)(C)C)C(=O)CCC(=O)Nc1nccs1 | 3% | 1% | 0% | 7% | 18 | . | 2% | 5% | -13%
NS(=O)(=O)OCC1CCCCC1 | 2% | ? | 4% | 13% | 46 | 10% | -1% | 6% | ?
COc1ccc(N2CCN(C(=O)CSc3nnc(C4CC4)n3C3CC3)CC2)cc1 | 0% | . | 4% | 8% | 7 | . | . | 8% | ?
O=C(COc1ccc([N+](=O)[O-])cc1)Nn1cnnc1 | 8%[57.1 µM] | 3% | 2% | 11% | 11 | -6% | -7% | ? | 8%
COc1ccc(/C(C)=N/NC(=O)CNC(=O)COc2ccccc2)c(OC)c1 | -2% | 1% | 26% | 4% | -4 | 15% | -6% | -1% | 41%
Cc1ccc(Cl)cc1NC(=O)CSc1nnc(C)n1-c1ccccc1 | -7% | 0% | 15% | -2% | -2 | -20% | -1% | -7% | ?
CCc1ccc(C(=O)OCC(=O)c2c(N)n(CC(C)C)c(=O)n(C)c2=O)cc1 | -7% | 8% | ? | ? | -7 | -30% | 0% | -12% | -26%

Another view of eight compounds above.
molecule	WRN helicase inh	MCF10A rereplic	KB-3-1 cytotox	HT1080-NT tox	IL1B secr inh	ATXN2 expr inh	SW480 rereplic	HT1080 IDH1KD tx	KB-V1 cytotox
N#Cc1c(-c2ccc(F)cc2)ccnc1N1CCOCC1	7%	-2%	8%	2%	-2	4%	-6%	7%	14%
COc1ccccc1N(CC(=O)NC(C)(C)C)C(=O)CCC(=O)Nc1nccs1	3%	1%	0%	7%	18	.	2%	5%	-13%
NS(=O)(=O)OCC1CCCCC1	2%	?	4%	13%	46	10%	-1%	6%	?
COc1ccc(N2CCN(C(=O)CSc3nnc(C4CC4)n3C3CC3)CC2)cc1	0%	.	4%	8%	7	.	.	8%	?
O=C(COc1ccc([N+](=O)[O-])cc1)Nn1cnnc1	8%[57.1 µM]	3%	2%	11%	11	-6%	-7%	?	8%
COc1ccc(/C(C)=N/NC(=O)CNC(=O)COc2ccccc2)c(OC)c1	-2%	1%	26%	4%	-4	15%	-6%	-1%	41%
Cc1ccc(Cl)cc1NC(=O)CSc1nnc(C)n1-c1ccccc1	-7%	0%	15%	-2%	-2	-20%	-1%	-7%	?
CCc1ccc(C(=O)OCC(=O)c2c(N)n(CC(C)C)c(=O)n(C)c2=O)cc1	-7%	8%	?	?	-7	-30%	0%	-12%	-26%

Next part.
SMILES | WRN helicase inh | MCF10A rereplic | KB-3-1 cytotox | HT1080-NT tox | IL1B secr inh | ATXN2 expr inh | SW480 rereplic | HT1080 IDH1KD tx | KB-V1 cytotox
Cc1ccccc1CNC(=O)c1ccc(Cl)c([N+](=O)[O-])c1 | -5% | 10% | 15% | 1% | . | -16% | -8% | 3% | 6%
CCC(C)(C)c1ccc(OCCCC[n+]2cccc(C)c2C)c(C(C)(C)CC)c1 | -4% | 30% | ? | 15µM* | -93* | . | 16% | 21µM* | 16%
Cc1cc(O)c(C(C)C)cc1NC(=O)c1cccc(Cl)c1 | 0% | 5% | 7% | 5% | ? | . | -1% | -1% | -11%
CC(=O)NC1(C(F)(F)F)NC(=O)N(C2CCCCC2)C1=O (stereo not drawn) | 3% | -1% | 0% | 8% | -2 | . | -8% | -1% | 27%
CCOC(=O)C1CCN(c2cc3c(cc2NC(=O)c2ccccc2F)n(C)c(=O)n3C)CC1 | 0% | -2% | -1% | 26% | 56 | 2% | -8% | 11% | -4%
O=C(Cc1cccs1)Nc1nnc(C2CC2)s1 | -6%[57.1 µM] | ? | -15% | -19% | -21 | 1% | 1% | 3% | -17%
COc1ccc(OCc2nnc(SCC(=O)Nc3nnc(C4CC4)s3)n2C)cc1 | -1% | ? | 14% | 5% | 11 | 14% | ? | 2% | 16%
C/C(=N\NC(=O)CN1CCN(Cc2ccccc2)CC1)c1cccs1 | 1% | -7% | -6% | -1% | -3 | ? | -8% | 7% | 8%
Cc1c(OCC(=O)NCc2cccnc2)ccc2c3c(c(=O)oc12)CCC3 | 7% | 2% | 1% | 1% | -11 | . | -18% | 3% | -9%
CC1S/C(=N/N=C/c2cccs2)NC1=O (stereo not drawn) | -20%[57.1 µM] | 2% | 9% | 23% | 6 | 36% | 3% | 13% | 7%
O=C(COC(=O)CSc1ccc([N+](=O)[O-])cc1)NC1CCCCCCC1 | -11% | -1% | -2% | 0% | -7 | 3% | -7% | 3% | -3%
O=C(NCC1CCCO1)c1ccc2ccccc2n1 (stereo not drawn) | -7% | -2% | 17% | 11% | 3 | 23% | -4% | 10% | 21%
COc1ccc(NC(=O)Nc2ccon2)cc1OC | 1% | 0% | -4% | 16% | -3 | 4% | -2% | 9% | 13%
CCOC(=O)CSc1ncnc2c1cnn2-c1ccc(C)cc1C | 2% | 0% | 0% | -1% | -10 | -28% | -8% | 0% | 2%
COC(=O)c1cc2c(s1)-c1ccccc1CC2 | -22% | -1% | 5% | -1% | 35 | 35% | -1% | -8% | -15%
COCCNC(=O)c1nn2c(C(F)(F)F)cc(-c3ccccc3)nc2c1Br | 6% | . | -1% | 1% | 7 | . | . | 1% | -7%
O=c1[nH]c2cc([N+](=O)[O-])ccc2c2ccccc12 | -6% | 1% | -5% | -14% | -3 | -39% | 3% | ? | ?
Cc1cccc(C)c1-n1nnnc1C1(C)CCC(=O)N1CCc1ccc(O)cc1 (stereo not drawn) | -3% | . | 10% | 0% | 33 | 8% | . | 8% | -7%
CCc1ccc(OC2=NS(=O)(=O)c3ccccc32)cc1 | -9% | -1% | -6% | 8% | 36 | . | -4% | 1% | -1%
COc1ccc(CCNC(=O)Cc2ccsc2)cc1 | 6% | -1% | 1% | 28% | 0 | 8% | -5% | 7% | -4%
COc1cc(CCC(=O)OCC(=O)NCc2ccc(Cl)cc2)cc(OC)c1OC | 12% | -7% | 0% | 1% | 9 | 1% | -121%[inhibitor] | 7% | -10%
Nc1c(N(CCC2=CCCCC2)C(=O)c2ccccc2F)c(=O)[nH]c(=O)n1Cc1ccccc1 | 5%[11.6 µM] | ? | -18% | 5%[9.24 µM] | 13 | -6% | 8% | -5% | ?

Sorted by value in IL1B secr inh (smallest number first): some entries from above
SMILES	WRN helicase inh	IL1B secr inh	SW480 rereplic
CCOC(=O)CSc1ncnc2c1cnn2-c1ccc(C)cc1C	2%	-10	-8%
Nc1c(N(CCC2=CCCCC2)C(=O)c2ccccc2F)c(=O)[nH]c(=O)n1Cc1ccccc1	5%[11.6 µM]	13	8%
COC(=O)c1cc2c(s1)-c1ccccc1CC2	-22%	35	-1%

Rows are unselected (roughly 12% active in at least one column).
